Screens as filed in PubChem BioAssay.
SV40 large T antigen = SV40 large T antigen inhibitors, biochemical (AID 1903). 310,000 compounds, 0.39% hits. inhibition, % at 20 µM, or IC50 in µM where a hit was titrated. SV40 large T antigen ATPase/helicase inhibition assay; higher % means a stronger effect; in the data active = a potency from the dose series; inconclusive = inhibition mostly from about 32% at the one dose, without a potency; inactive = the rest, 99 in 100 with inhibition below about 32%; note: strong numbers were not always called active
CSM14.1 death rescue = protection against thapsigargin-triggered cell killing – 384-well, CSM14.1, ATP luminescence, primary screen (AID 1222) | CSM14.1 thapsigargin-induced death rescue, ATP luminescence; higher % means a stronger effect | cellular ATP content (survival), % at 20 µM; hits with a dose series show EC50 in µM | 190,000 tested, under 10 active;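 active = EC50 below 50 µM in the dose-response confirmation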;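 note: death triggered by thapsigargin at about 15 µM added after 2 h compound pretreatment; cell ATP read after overnight thapsigargin exposure of roughly 18 to 22 hours; normalized against plate controls of thapsigargin alone and 5% DMSO vehicle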
K1F lysis inhibition = protection from phage-mediated lysis, alamar blue read-out – E. coli UTI89, K1F phage, bacterial capsule biogenesis inhibitors (AID 488966). E. coli UTI89 K1F phage lysis, alamar blue, 2 h; higher % means a stronger effect. inhibition, % at 100 µM; hits with a dose series show IC50 in µM. 340,000 compounds, 0.02% hits;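 active = phage lysis inhibition, versus mean bacterial control, above a set limit; inconclusive = no clear call, values can overlap the other calls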;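 note: capsule biogenesis inhibitors block K1F phage lysis so surviving cells raise fluorescence; higher fluorescence means more inhibition of phage lysis; actives were called in the ten point dose series up to 300 µM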
Yfh1-depleted yeast = mitochondrial function rescue without frataxin homolog – Friedreich's ataxia, plus single-dose screen, dose response (AID 1465); S. cerevisiae Yfh1-off respiration, WST-1 reduction, 72 h; higher fold induction means a stronger effect; 220,000 compounds, 0.074% hits; fold induction at 50 µM, or EC50 in µM where a hit was titrated;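 active = fold induction of absorbance versus untreated yeast above a set limit, then at least 30% activation at any dose in follow-up; inconclusive = repeats straddling the limit, or above it without dose testing; inactive = fold induction below the set limit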;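 note: activators that raise dye reduction in frataxin-depleted yeast; strong numbers were not always called active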
XIAP antagonists = small molecules displacing peptide from XIAP – biochemical, IAP family, fluorescence polarization (AID 1018); displacement, % at 20 µM; hits with a dose series show IC50 in µM; 200,000 compounds, 0.007% hits; XIAP BIR domain, fluorescence polarization peptide displacement; higher % means a stronger effect; in the data active = displacement above about 50%; note: a part of the inactive calls stands beside numbers as strong as those of hits
West Nile antiviral = inhibition of WNV-induced cytopathic effect – cell-based, CPE readout (AID 1621); one-dose CPE inhibition, % at 10 µM; IC50 in µM for titrated hits; 290,000 compounds, 0.02% hits; West Nile virus-infected cells, CPE inhibition; higher % means a stronger effect; in the data active = a potency from the dose series; inconclusive = CPE inhibition mostly from about 3.7% at the one dose, without a potency; inactive = the rest, 99 in 100 with CPE inhibition below about 2.2%; note: strong numbers were not always called active
NS5 inhibitors = Dengue-2 NS5 methyltransferase inhibitors, primary screen, biochemical, confirmation dose response (AID 588689) | Dengue-2 NS5 methyltransferase capping enzyme assay, biochemical; higher % means a stronger effect | one-dose inhibition, % at 25 µM; IC50 in µM for titrated hits | 340,000 compounds, 0.3% hits; in the data active = a potency from the dose series; inconclusive = inhibition above about 29% without an active follow-up result
WT yeast gro inh = growth inhibition of WT yeast, mitochondrial fusion screen; mitochondrial fusion phenotypic screen, WT strain; inhibition, % at 10 µM; 190,000 compounds, 2.1% hits; in the data active = inhibition above about 58%; tested in S. cerevisiae
RSV CPE inhibition = inhibition of RSV-induced cytopathic effect – HEp-2 cells, primary 10 µM value included (AID 2391); HEp-2 cells, RSV-induced CPE inhibition; higher % means a stronger effect; CPE inhibition, % at 10 µM, or IC50 in µM where a hit was titrated; 310,000 compounds, 0.13% hits; in the data active = a potency from the dose series; inconclusive = CPE inhibition mostly from about 23% at the one dose, without a potency; inactive = the rest, 99 in 100 with CPE inhibition below about 21%; note: strong numbers were not always called active
WT yeast gro inh mutant strain = recorded beside WT yeast gro inh, whose call it bears; inhibition, %; mitochondrial fusion phenotypic screen, mutant strain inhibition
* hit, by the source's call; i = inactive; ? = inconclusive; · = not tested or not shown; & = joins results of further samples; [ ] = remark or other dose.

SMILES | SV40 large T antigen | CSM14.1 death rescue | K1F lysis inhibition | Yfh1-depleted yeast | XIAP antagonists | West Nile antiviral | NS5 inhibitors | WT yeast gro inh | WT yeast gro inh mutant strain | RSV CPE inhibition
CC1CN(C(c2cccs2)c2sc3ncnn3c2O)CC(C)O1 (stereo unspecified) | 5% | -1.8% | 2.0% | i | -1.6% | 0.1% | -5% | 12 | -8 | 2.5%
N#Cc1c(-c2ccccc2)cc(-c2ccccc2)nc1SCc1nnc(-c2ccccc2)o1 | 2% | -0.1% | -0.8% | i | -0.3% | 1.7% | -8% | -8 | 1 | 20%
Nc1nc(-c2ccccc2)c(N=Nc2ccccc2Cl)s1 | 1% | -1.0% | 2.2% | i | -4.6% | -0.9% | 7% | 16 | 20 | 12%
CCC(O)C1CCN(Cc2cn(-c3ccc(OC)cc3)nc2-c2cccc(F)c2)CC1 (stereo unspecified) | 7% | -2.2% | 1.7% | i | 3.6% | -0.8% | -4% | 17 | 15 | -0.2%
Cc1ccccc1NC(=O)C1CCN(S(=O)(=O)c2cccc3nonc23)CC1 | -8% | · | 0.2% | · | · | 0.0% | -9% | · | · | 2.8%
CC(C)[C@H](NC(=O)c1ccco1)C(=O)OCC(=O)N1CC(=O)Nc2ccccc21 | 10% | 0.3% | 0.1% | i | -6.5% | -0.4% | 0% | 1 | 8 | -1.7%
CC(C)NC(=O)c1onc(CSc2ccc(F)c(F)c2)c1C(=O)O | 3% | 4.4% | 0.3% | i | -6.6% | 0.7% | -8% | 6 | 3 | -2.1%
CC(NS(=O)(=O)c1ccc(Cl)cc1)C(c1cccs1)N1CCN(C)CC1 (stereo unspecified) | 4% | -2.5% | 0.2% | i | -2.5% | -0.4% | 1% | -13 | -5 | -0.3%
CNC(=S)NNC(=O)c1cccn(Cc2ccc(Cl)cc2Cl)c1=O | 6% | -1.4% | · | · | 0.7% | · | · | 3 | 1 | 4.0%
Clc1ccc(CN2CCC(c3nc4ccc(Cl)cc4[nH]3)CC2)cc1 | 11% | -0.6% | 7.8% | · | -4.1% | · | -6% | 6 | 45 | 19%
O=C(CSc1nnnn1-c1ccc(F)cc1)Nc1ccc(N2CCOCC2)c(Cl)c1 | 13% | -0.9% | -3.1% | i | 0.0% | -0.7% | -8% | -12 | -3 | 1.2%
CCOc1ccc(-c2cc(CCCC(=O)NCCc3ccc(OC)c(OC)c3OC)no2)cc1 | 11% | -1.2% | 4.0% | i | -5.2% | -0.3% | -10% | 11 | 5 | 3.6%
COc1ccccc1CNC(=O)CNC(=O)c1ccc(Br)o1 | 5% | · | -0.7%[50 µM] | · | · | -0.5% | -7% | · | · | 1.2%
Cc1cc2cc(CN3C(=O)c4ccccc4C3=O)ccc2n1C | 7%&9% | -2.9% | 0.2% | i | 0.2% | 0.3% | ? | -12 | -10 | 1.5%
CCCN(CCC)CCCNC(=O)C1CCN(S(=O)(=O)c2cccc3nsnc23)CC1 | 11% | · | 0.2% | · | · | -0.2% | 2% | · | · | 1.8%
Cc1cc(C)c(NC(=O)OCCN2CCOCC2)c(C)c1 | 17% | -0.6% | 3.0% | i | 0.6% | 0.3% | -9% | 12 | 14 | 1.6%
COc1ccc(OC)c(NS(=O)(=O)c2ccc(N3CCCC3=O)cc2)c1 | 8% | -0.3% | 0.2% | i | -6.3% | 1.0% | · | -13 | -49 | 1.5%
O=C1C=C(c2cccnc2)CCC1 | 9% | · | -1.1% | i | · | 0.7% | 2% | · | · | 1.6%
COc1ccccc1NC(=O)c1ccc(NS(=O)(=O)c2ccc(F)c(Cl)c2)cc1 | 15% | -1.5% | 4.6% | i | -5.7% | 0.4% | 0% | -6 | 9 | ?
CCOc1ccc(-c2nc(CSCC(=O)N3CCN(C(=O)c4ccco4)CC3)c(C)o2)cc1 | 5% | -0.1% | 0.8% | i | 0.8% | -0.6% | -6% | 10 | -1 | -0.2%
O=C(O)/C=C/C(=O)NNC(=O)c1cccc(Br)c1 | 11% | 1.3% | 1.2% | i | -4.7% | 0.0% | -8% | -19 | -15 | 1.2%
COC(=O)c1ccc(C(=O)OC)c(-n2c(=O)c3ccccc3c3ccccc3c2=O)c1 | 18% | -2.9% | -0.9% | i | -2.0% | 0.2% | -21% | 3 | 8 | -0.6%
CC(C)(C)c1ccc(C(=O)CC(Sc2ccc(Cl)cc2)C(=O)O)cc1 (stereo unspecified) | 35% | -0.1% | 2.1% | i | -2.7% | -0.4% | 38µM* | -9 | 9 | -4.0%
CC(C)(C)NC(=O)CN1C(=O)NC(c2ccccc2)(c2ccccc2)C1=O | -4% | · | -0.1% | · | · | -0.9% | -9% | · | · | -0.8%
COC(=O)c1sccc1NC(=O)Nc1ccc(F)cc1 | 4% | · | 3.9%[50 µM] | · | · | 0.3% | -4% | · | · | 0.4%
The results go on:
SMILES | SV40 large T antigen | CSM14.1 death rescue | K1F lysis inhibition | Yfh1-depleted yeast | XIAP antagonists | West Nile antiviral | NS5 inhibitors | WT yeast gro inh | WT yeast gro inh mutant strain | RSV CPE inhibition
COc1ccccc1N1CCN(CCCCNC(=O)c2ccc3ccccc3c2)CC1 | 12% | · | 4.4% | · | · | · | 4% | · | · | -1.8%
CC(C)Oc1cccc(C(=O)N/N=C/c2coc3ccccc3c2=O)c1 | 16% | · | 0.0% | · | · | 0.1% | -10% | · | · | 3.7%
CN1CCN(c2ccccc2/C=N/NC(=O)c2cccnc2)CC1 | 16% | · | 0.9% | i | · | 0.4% | -8% | · | · | 1.9%
O=C(CNC(=O)c1ccc(F)cc1)N/N=C/c1cn[nH]c1-c1ccccc1 | 28% | -1.8% | 0.6% | i | -1.5% | -0.3% | -13% | -6 | 3 | 1.2%
COc1ccc(C)cc1S(=O)(=O)N(C)CC(=O)NC1CCCCCC1 | 8% | -0.8% | 0.9% | i | -5.9% | -0.7% | 0% | 7 | 9 | 1.5%
N#Cc1c(N)nc(SCC(=O)NCCc2ccccc2)c(C#N)c1-c1cccs1 | 8% | 1.2% | 0.2% | · | -1.2% | · | 0% | 3 | 12 | 1.4%
CN1CCC(OC(=O)c2cccc(Cl)c2)CC1 | 23% | -0.8% | 0.0% | i | -3.7% | -0.5% | 3% | 1 | 12 | -2.0%
COc1cc(OC)cc(C(=O)NCc2nc(-c3ccccc3)no2)c1 | 2% | -2.1% | 0.3% | i | -6.7% | -0.8% | -3% | -2 | -1 | 0.6%
O=C(NCCNC1CCC(c2ccccc2)CC1)c1cccs1 (stereo unspecified) | 3% | -3.3% | 0.5% | i | -7.2% | -0.9% | -3% | 7 | 16 | -1.9%
COC(=O)CSc1nnc(NC(=O)c2ccc3c(c2)OCO3)s1 | 20% | · | 1.5%[50 µM] | · | · | -0.1% | -5% | · | · | -0.6%
Cc1nc(C(N)=O)c(N)n1CCc1ccccc1 | 7% | · | 0.6%[50 µM] | · | · | 0.1% | -5% | · | · | 2.0%
Cc1ccc(N(CC(=O)NC2CCCC2)C(=O)c2c(C)noc2C)cc1C | 12% | -0.8% | -0.4% | i | -5.5% | -0.3% | 2% | 8 | 0 | 0.2%
O=C(Nc1cc(S(=O)(=O)N2CCOCC2)ccc1Cl)C(=O)c1c(-c2ccccc2)cc2ccccn12 | 11% | -3.0% | 0.3% | i | 0.2% | -0.7% | 0% | 99* | 95* | 5.3%
N#Cc1ccc(CSc2nnc(-c3cnccn3)o2)cc1 | 2% | · | 0.1% | i | -3.6% | 0.3% | -2% | -4 | -13 | 0.2%
Cc1cccc(-c2nnc(SCC(=O)O)n2Cc2ccccc2)c1 | 8% | · | 0.0% | · | · | -1.6% | -7% | · | · | 0.6%
N=C1C(c2nc3ccccc3s2)=C(O)CN1Cc1ccccc1 | 5% | -2.0% | 1.6% | i | -0.6% | -0.1% | 3% | 1 | -3 | 0.2%
C=CCn1cc(C(=O)NCCCN(CC)CC)c(=O)c2cc(S(=O)(=O)N3CCC(C)CC3)ccc21 | 12% | · | 0.1% | · | · | 0.6% | 6% | · | · | -0.7%
Nc1nc(-c2cc(-c3ccccc3)no2)cs1 | 19% | · | -0.1% | · | · | -0.5% | 1% | · | · | 7.3%
C#Cc1ccc([C@H]2C=C(C(=O)NC3CC3)O[C@@H](OCC)[C@@H]2CCCO)cc1 | 9% | 0.0% | 0.4% | i | -7.3% | -0.5% | -1% | -7 | 6 | 0.6%
COc1ccc(-c2nc(CS(=O)(=O)CC(=O)NCCc3cc(OC)ccc3OC)c(C)o2)cc1 | 0% | -1.0% | 0.9% | i | -2.2% | -0.8% | -8% | 12 | -3 | 14%
CC(=O)c1cccc(NC(=O)c2cc(=O)c3ccccc3o2)c1 | 3% | · | 1.5% | · | · | -0.6% | · | · | · | 2.1%
CC(=O)N1CCN(S(=O)(=O)c2ccc(S(=O)(=O)NCC(C)C)cc2)CC1 | 5% | · | -0.1% | i | -1.8% | 0.6% | -7% | 5 | 21 | 1.7%
O=C(NC1CCSc2ccccc21)c1ccc([N+](=O)[O-])cc1 (stereo unspecified) | 6% | · | -1.5%[50 µM] | · | · | -0.9% | -1% | · | · | 1.2%
CCc1c(C)nc2ncnn2c1N1CCC(C(=O)NCc2cccc(OC)c2)CC1 | 0% | 1.2% | 0.4% | i | -1.2% | -1.1% | 6% | 1 | 0 | 0.4%
O=C(COc1ccccc1)Nc1nnc(S(=O)(=O)N2CCCCCC2)s1 | · | · | -0.2% | · | · | 0.3% | -1% | · | · | 2.1%
(cont.)
SMILES | SV40 large T antigen | CSM14.1 death rescue | K1F lysis inhibition | Yfh1-depleted yeast | XIAP antagonists | West Nile antiviral | NS5 inhibitors | WT yeast gro inh | WT yeast gro inh mutant strain | RSV CPE inhibition
CC(C)=N/N=C(\c1cccc([N+](=O)[O-])c1)C12CN3CN(CN(C3)C1)C2 | 3% | -0.2% | 3.2%[50 µM] | i | -1.3% | 0.5% | 0% | -5 | -6 | 0.2%
Cc1ccccc1NC(=O)Cc1nc(COC(=O)c2ccccn2)cs1 | 13% | · | 0.2%[50 µM] | · | · | · | -4% | · | · | -0.2%
CC1CSc2nc3sc4c(c3c(=O)n21)CCCC4 (stereo unspecified) | 14% | 2.7% | 0.0% | i | -5.6% | -0.5% | 3% | 15 | -9 | 3.9%
O=C(CS(=O)c1cccc(Cl)c1)Nc1ccccc1Cl (stereo unspecified) | 6% | 3.8% | 0.1% | i | -4.0% | 0.0% | -3% | -14 | -17 | 0.2%
Cc1nc2sc(C(c3ccccc3)N3CCN(c4ccccc4F)CC3)c(O)n2n1 (stereo unspecified) | 8% | · | 6.7% | i | -13% | -0.5% | 3% | 0 | -5 | 1.1%
CCc1ccc(-c2cc(C(F)(F)F)n3nc(C(=O)Nc4cnn(Cc5ccc(C)cc5)c4)cc3n2)s1 | 9% | 4.0% | ? | i | -6.4% | ? | 5% | 3 | 18 | 6.3%
Cc1sc2nc(CSC(C)C(=O)Nc3ccc(C(N)=O)cc3)[nH]c(=O)c2c1C (stereo unspecified) | 7% | · | 0.5%[50 µM] | · | · | · | -3% | · | · | 1.0%
